Screening results from PubChem BioAssay.
IDE cell activ – human IDE activators in live cells, primary screen, fluorescence polarization, HEK cells, FAbeta-B substrate | Insulin-degrading enzyme (Homo sapiens), P14735 | activation, % at 5.96 µM | 340,000 compounds, 0.073% hits | FAbeta-B cleavage; 0% vehicle, 100% cell-free pure enzyme wells;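 active means activation above the mean of all tested compounds plus 3 SD, set per screening campaign, cut at about 17% in these data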
DNA FID counter – compounds displacing fluorescent DNA intercalator, primary screen, artefact control for HCV NS3 helicase inhibitor project, biochemical, FID fluorescence. DNA fluorescent intercalator displacement. inhibition, % at 7.9 µM. 290,000 compounds, 0.17% hits; in the data active means inhibition above about 37%;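 further: 0% = vehicle and 100% = reference compound; higher means more ethidium bromide displaced from hairpin DNA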
MEKK3 PB1 HTS – modulators of MEKK3-MEK5 PB1 binding, primary screen, biochemical, wildtype MEKK3, multiplex bead flow cytometry, Alexa488-MEK5. bead-based flow cytometry, Alexa488-MEK5 binding to MEKK3; actives lie on both sides; 0 = blocked by unlabeled MEK5, 100 = vehicle. AID 1529, 2009. binding response (% of control), % at 10 µM. 290,000 compounds, 1.4% hits;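 active means binding response more than 3 SD above or below the average of its plate-row segment, actives on both sides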;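 further: Alexa488 bead fluorescence after subtracting the streptavidin-only scavenger bead signal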
Target sequence (Q99759 whole entry, looked up): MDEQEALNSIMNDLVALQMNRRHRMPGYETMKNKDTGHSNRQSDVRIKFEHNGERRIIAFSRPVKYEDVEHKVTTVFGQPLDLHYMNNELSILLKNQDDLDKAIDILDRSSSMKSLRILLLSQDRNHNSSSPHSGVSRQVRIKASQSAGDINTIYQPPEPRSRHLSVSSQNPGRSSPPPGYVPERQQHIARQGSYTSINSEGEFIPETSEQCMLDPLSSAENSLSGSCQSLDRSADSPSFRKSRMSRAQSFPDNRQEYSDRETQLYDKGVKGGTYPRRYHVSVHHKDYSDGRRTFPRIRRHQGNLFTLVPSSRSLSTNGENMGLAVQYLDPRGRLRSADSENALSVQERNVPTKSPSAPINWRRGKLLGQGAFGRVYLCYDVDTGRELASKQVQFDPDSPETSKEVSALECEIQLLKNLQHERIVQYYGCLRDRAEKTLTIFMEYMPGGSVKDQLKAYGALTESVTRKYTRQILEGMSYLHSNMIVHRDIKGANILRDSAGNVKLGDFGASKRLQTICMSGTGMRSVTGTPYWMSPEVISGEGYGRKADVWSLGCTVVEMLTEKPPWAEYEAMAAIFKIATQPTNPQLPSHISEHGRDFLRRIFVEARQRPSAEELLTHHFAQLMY
pCIP destab – p/CIP-EGFP fusion destabilizers, primary screen, fluorescence, F442A cells. 16 h. decrease of EGFP signal, % at 10 µM. 290,000 compounds, 0.01% hits;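 active means EGFP signal decrease of at least 30% at 10 µM or well 3 SD below plate mean, unless failing retest; inactive means the rest, including hits failing retest or dose response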; further: some compounds called inactive have numbers as strong as hits; many of its hits are not listed in these tables
VIM-2 inh – VIM-2 metallo-beta-lactamase inhibitors, primary screen, biochemical, epi-absorbance readout, Pseudomonas aeruginosa enzyme; AID 1527, 2009; purified VIM-2, nitrocefin hydrolysis, epi-absorbance fluorescence; inhibition, % at 5.6 µM; 290,000 compounds, 0.89% hits;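 active means inhibition above the mean of all tested compounds plus 3 SD, cutoff set per screening run, cut at about 7.5% in these data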;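 further: red hydrolysis product quenches plate fluorescence so inhibitors raise well fluorescence; 0% = enzyme with DMSO and 100% = DMSO without enzyme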
NS3 helicase inh – inhibitors of HCV NS3 helicase, primary screen, biochemical, Cy5 molecular beacon fluorescence; inhibition, % at 10.9 µM; NS3 helicase DNA unwinding; 290,000 compounds, 0.56% hits;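 active means inhibition above the mean of all tested compounds plus 3 SD, set per campaign, cut at about 35% in these data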;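 further: 0% = DMSO wells and 100% = thioflavine S control wells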
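System: Hepatitis C virus NS3 helicase domain fragment enzyme | Reagent: Annealed dual-labelled DNA beacon duplex, ATP-started | Compound dosing: 10.9 µM single point, 0.8% DMSO | Incubation: 1 h reaction at 25 °C, ATP-initiated | Technique: Cy5 fluorescence | Evaluation: Percent inhibition from t60/t0 fluorescence ratio | Benchmarks: Low DMSO, high thioflavine S at 110 µM | Replication: Singlicate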
PHOSPHO1 block – PubChem AID 1565. inhibition, % at 13.3 µM. 290,000 compounds, 1.1% hits. Phosphoethanolamine/phosphocholine phosphatase (Homo sapiens), Q8TCT1. recombinant PHOSPHO1, absorbance phosphatase assay; in the data active means inhibition above about 60%
Target sequence (Q8TCT1 whole entry, looked up): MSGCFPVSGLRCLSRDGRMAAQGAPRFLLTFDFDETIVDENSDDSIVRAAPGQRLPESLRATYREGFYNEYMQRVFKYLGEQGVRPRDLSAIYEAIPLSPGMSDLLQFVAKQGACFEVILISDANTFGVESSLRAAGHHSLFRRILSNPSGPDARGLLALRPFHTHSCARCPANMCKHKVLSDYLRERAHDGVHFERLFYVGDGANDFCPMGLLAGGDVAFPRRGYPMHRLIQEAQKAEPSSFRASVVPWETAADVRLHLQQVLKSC
IMP-1 inhibitor – IMP-1 metallo-beta-lactamase inhibitors, primary screen, biochemical, epi-absorbance readout, Pseudomonas aeruginosa enzyme. purified IMP-1, nitrocefin hydrolysis, epi-absorbance fluorescence. inhibition, % at 5.6 µM. 290,000 compounds, 0.45% hits. AID 1556, 2009;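 active means inhibition above the mean plus 3 SD of all compounds in the same screening run, cut at about 4.5% in these data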;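 further: 0% = IMP-1 with DMSO and 100% = DMSO wells lacking enzyme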
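Material – recombinant IMP-1 enzyme, purified · Amount – IMP-1 0.2 nM before substrate addition · Medium – HEPES buffer pH 7.1 with ZnSO4 and Brij 35 · Timing – 25 °C, 15 min preincubation, 25 min reaction · Measured by – plate fluorescence quenching by hydrolysis product, ex 480/em 530 nm · Read-out – percent enzyme inhibition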
SUMO HTRF inh – inhibitors of in vitro SUMOylation cascade, primary screen, biochemical, HTRF, uHTS; 290,000 compounds, 0.36% hits; HTRF SUMOylation assay, SAE1/SAE2 + UBC9; inhibition, % at 35 µM; SUMO-conjugating enzyme UBC9 (Homo sapiens), P63279; in the data active means inhibition above about 50%, passing the limit was not always enough; further: strong numbers were not always called active
Target sequence (P63279 whole entry, looked up): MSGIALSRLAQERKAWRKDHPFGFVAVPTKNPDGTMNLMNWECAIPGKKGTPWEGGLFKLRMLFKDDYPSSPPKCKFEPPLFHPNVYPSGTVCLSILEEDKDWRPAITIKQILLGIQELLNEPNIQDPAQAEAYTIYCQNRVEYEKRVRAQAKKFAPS
* hit, by the source's call; nt = not tested or not shown; & = joins results of further samples; [ ] = another dose, or the depositor's remark.

entry	Molecule	SUMO HTRF inh	IMP-1 inhibitor	DNA FID counter	PHOSPHO1 block	MEKK3 PB1 HTS	VIM-2 inh	IDE cell activ	NS3 helicase inh	pCIP destab
1	CCN(c1ccccc1)S(=O)(=O)c1ccc(OC)c(N=N/C(C(=O)Nc2ccccc2)=C(/C)O)c1	1	-1.6	-1	11	98	-0.5	5	-5	10
2	Brc1cccc(-c2nc3cccnc3nc2-c2cccc(Br)c2)c1	-21	-0.9	-4	25	104	1.3	3	-11	6
3	Cc1ccc(N2CCN(c3ccc(NCc4nc5ccccc5n4C)cc3)CC2)cc1	32	-5.6	-7	-15	89	-1.6	0	-25	-4
4	COc1ccc(CN2CCN(Cc3ccccc3F)CC2)cc1OC	-1	-1.6	3	55	101	-5.4	6	-4	16
5	COc1ccc(Nc2nnc(C)c3ccccc23)cc1C(N)=O	8	-1.2	-2	13	104	-0.2	2	5	4
6	COc1cc(/C=C2\C(=O)NN(c3ccccc3)C2=O)cc([N+](=O)[O-])c1O	6	-1.6	-16	6	89	-3.9	4	20	-3
7	O=C(O)C(O)c1ccccc1 (stereo not given)	6	-0.2	0	24	83	-1.8	6&4	-21	-2
8	Cc1nn(-c2cc(Cl)ccc2Cl)c(C)c1C(=O)O	12	-3.0	0	25	106	-3.0	-1	1	-4
9	N#Cc1c(NC(=O)c2ccc(-c3ccccc3[N+](=O)[O-])o2)sc2c1CCCC2	-10	-2.8	-1	13	101	-0.5	2	2	-1
10	Cc1ccc(OCCCCN2CCCCC2)c(C)c1	5	-2.8	4	8	106	-2.8	6	-4	-3
11	O=C(Nc1ccc(S(=O)(=O)N2CCOCC2)cc1)C1COc2ccccc2O1 (stereo not given)	-10	-1.7	-9	-4	105	-1.2	0	-12	-3
12	O=C(Cn1cnc([N+](=O)[O-])n1)c1ccc(O)c(O)c1	-11	-3.0	-1	11	101	-1.7	6	1	3
13	CCc1ccc(OCC(=O)NNC(=O)CSc2nnc(-c3ccc(C)cc3)n2C)cc1	-5	-1.7	-9	-12	98	-1.9	2	0	-5
14	C/C(=N\NC(=O)c1ccc(Cl)c(Cl)c1)c1ccccn1	-157	-2.4	-17	15	108	-2.5	-3	-10	3
15	NC(=O)c1ccccc1NC(=O)c1ccccc1Cl	5	-2.0	-5	5	85	-2.0	0	-7	8
16	CCCCc1ccc(S(N)(=O)=O)cc1	-1	-3.0	1	-8	104	-2.2	4	0	8
17	CN1OC(COC(=O)c2ccc(Cl)cc2)CC1c1ccccc1 (stereo not given)	10	-1.6	-17	3	107	-5.4	-3	-19	2
18	CCOC(=O)COc1ccc(C(=O)Nc2cccc(Cl)c2C)cc1	20	-3.3	-7	50	96	-2.9	0	2	-1
19	CS(=O)(=O)N(CC(=O)Nc1ccc(S(=O)(=O)N2CCCC2)cc1)c1ccccc1	8	-1.6	-13	29	92	-1.9	8	-3	2
20	CC(C)(C)c1nc(SCC(=O)Nc2ccc3c(c2)OCCO3)c2ccccc2n1	-29	-1.8	-8	20	98	-3.2	6	16	-4
21	Cc1ccc2oc(=O)c3cc(C(=O)NCCCN4CCN(C)CC4)sc3c2c1	16	-1.9	25	32	108	13*	3	-12	-2
22	COC(=O)C(NC(=O)c1ccccc1C(=O)O)c1ccc2ccccc2c1 (stereo not given)	14	-1.4	-9	nt	104	0.0	-1	6	0
23	Cc1cc2[nH]ncc2cc1NC(N)=S	16	-1.4	2	24	103	0.9	-5	-6	4
24	CN(C)S(=O)(=O)c1cccc(C(=O)NCC(=O)NC2CCN(Cc3ccccc3)CC2)c1	-6	0.8	7	35	84	-0.9	4	6	-17

Some of these compounds in order of count of non-hydrogen atoms, high to low.
entry	Molecule	SUMO HTRF inh	IMP-1 inhibitor	DNA FID counter	PHOSPHO1 block	MEKK3 PB1 HTS	VIM-2 inh	IDE cell activ	NS3 helicase inh	pCIP destab
1	CCN(c1ccccc1)S(=O)(=O)c1ccc(OC)c(N=N/C(C(=O)Nc2ccccc2)=C(/C)O)c1	1	-1.6	-1	11	98	-0.5	5	-5	10
17	CN1OC(COC(=O)c2ccc(Cl)cc2)CC1c1ccccc1 (stereo not given)	10	-1.6	-17	3	107	-5.4	-3	-19	2
12	O=C(Cn1cnc([N+](=O)[O-])n1)c1ccc(O)c(O)c1	-11	-3.0	-1	11	101	-1.7	6	1	3

Next section:
entry	Molecule	SUMO HTRF inh	IMP-1 inhibitor	DNA FID counter	PHOSPHO1 block	MEKK3 PB1 HTS	VIM-2 inh	IDE cell activ	NS3 helicase inh	pCIP destab
25	Cc1cc(NC(=O)CSc2nnc(-c3ccncc3)n2C)n(-c2ccccc2)n1	9	-1.1	-1	8	104	-1.6	7	-4	-4
26	COc1ccc(NC(=O)c2cc(-c3ccc(C)o3)nc3ccccc23)cc1OC	26	4.4	-13	-7	109	2.4	-4	9	4
27	O=C(Cc1csc(N2CCOCC2)n1)N/N=C/c1ccc(Cl)cc1Cl	1	-1.0	-22	23	97	-2.4	5	-2	3
28	O=C(Cc1ccc(Cl)cc1)Nc1cccc(C(=O)Nc2ccccc2C(=O)O)c1	-4	-2.2	5	-12	101	-1.9	-1	-4	0
29	CCCNC(=O)NC(=O)CSc1nnc(-c2ccncc2)n1CC	2	-3.3	-8	41	107	-1.6	-1	0	2
30	Cc1cc(N)ccc1N1CCCC1	41	-2.3	6	2	71*[inhibitor]	0.9	15	-11	-27
31	Cc1ccc2nc(-c3cccnc3)cc(C(=O)Nc3ccc(F)cc3C)c2c1	5	-1.2	2	38	77	-1.3	2	-8	-3
32	COc1cccc(NCc2cc(=O)oc3cc(-c4ccccc4)c(O)cc23)c1	-5	-3.1	2	-4	102	-2.5	-24	3	2
33	O=C(NCCSc1ccccc1)c1ccc(Br)cc1	-40	-1.4	-5	-4	99	-0.2	7	-1	11
34	CCOc1ccc(CN(C)C(C)C(=O)NCc2ccccc2)cc1 (stereo not given)	6	-3.0	-2	20	110	-5.3	1	10	-5
35	O=C(C(=O)N1CCCC1)c1c[nH]c2ccccc12	14	-3.2	-7	23	100	-3.8	5	12	14
36	COc1ccc2[nH]c(C(=O)O)c(NS(=O)(=O)c3ccc(F)cc3)c2c1	16	-1.8	-23	22	101	3.8	-1	9	-9
37	CCc1ccccc1NC(=S)N1CCNC(=O)C1CC(=O)OC (stereo not given)	16	-1.8	0	48	98	-2.6	3	0	-9
38	O=C(NCc1ccccn1)C(=O)N/N=C/c1ccc2c(c1)OCO2	3	-1.3	0	40	95	3.0	-1	-1	1
39	COCCNC(=O)c1cc2cc(Br)cc(Br)c2oc1=O	-3	-3.6	-7	2	95	0.6	-3	-5	14
40	O=S(=O)(c1ccc2oc3ccccc3c2c1)N1CCOCC1	12	-3.3	-9	-4	99	-3.5	2	1	-2
41	COc1cc(CC(=O)N2CCC(n3nccc3NC(=O)C3CC3)CC2)cc(OC)c1OC	-4	-0.9	-11	38	98	-1.8	0	8	0
42	O=C(C/C=N\OCc1ccc([N+](=O)[O-])cc1)Nc1ccc(F)cc1F	1	-2.5	1	42	102	-1.5	3	4	-1
43	COC(=O)c1[nH]c2cccc(OC)c2c1NC(=O)CCN1CCSCC1	20	-1.7	-4	33	105	-2.4	2	6	-2
44	Cc1[nH]c2ccccc2c1C(=O)C(=O)NCCc1c[nH]c2ccccc12	2	-1.1	-1	33	98	3.8	2	-5	-8
45	O=C(CCc1ccccc1)Nc1nn[nH]n1	13	-1.7	5	-4	108	-1.7	-2	7	0
46	CC(C)NCC(O)c1ccc(O)c(O)c1 (stereo not given)	11	-1.8	-1	36	97	1.1	9	11	-3
47	COc1cc(OC)nc(Oc2cc(/C=N/O)ccc2OC)n1	-11	-2.4	-2	-20	102	-3.9	4	-31	-5
48	O=C1CC(c2ccccc2)CC(=O)C1CS(=O)(=O)c1ccccc1 (stereo not given)	4	-2.0	-8	12	112	-1.5	4	11	-11
49	COc1ccc(Nc2ncnc3nc[nH]c23)cc1OC	-4	-4.5	10	6	103	-0.9	2	6	2
50	COc1cccc(CNc2ccc(S(N)(=O)=O)cc2)c1OC	9	-7.6	1	16	96	-1.0	-5	-1	-2
51	O=C(NCc1ccccc1)c1ccc(CNc2c(N3CCCC3)c(=O)c2=O)cc1	1	-4.2	-11	-2	96	-1.4	5	12	-12
52	O=C(c1ccccc1)c1ccc(N2CCOCC2)c(NC(=O)c2ccco2)c1	20	-2.1	-33	-13	100	-2.0	-3	-1	-7
53	CC1CCN(c2ccc(C=O)o2)CC1	-1	0.2	-3	24	105	-0.6	0	3	6
54	COc1ccc(C2NCCc3c2[nH]c2ccccc32)cc1CN1CCc2cc(OC)c(OC)cc2C1C (stereo not given)	16	-1.4	18	37	107	-1.9	-3	-64	-3
55	Nc1ccc2c(C(F)(F)F)cc(C(F)(F)F)nc2n1	13	-1.6	-3	6	103	0.3	-10	8	-2
56	COc1ccccc1Nc1nc(NCCCN(C)C)nc(N)c1[N+](=O)[O-]	-15	-4.8	29	28	111	27*	2	-63	-9
57	Cc1ccc(/C=N/NC(=O)COc2ccccc2-c2ccccc2)cc1	11	-4.0	-6	-17	101	-3.4	2	8	-17
58	O=S(=O)(c1ccc(-c2ccccn2)s1)N1CCC2(CC1)OCCO2	8	-2.6	-4	24	105	-2.3	nt	-11	-20
59	CCNc1nc(SC(C)C(=O)Nc2ccccc2)nc(N2CCOCC2)n1 (stereo not given)	-15	-5.3	-9	19	110	-0.9	0	24	9
60	COc1cccc(NC(=O)c2oc3ccccc3c2NC(C)=O)c1	26	-5.7	0	37	96	-2.9	8	0	-10
61	COc1ccc(N(CC(=O)NCc2ccco2)S(C)(=O)=O)c(OC)c1	22	-2.3	-2	16	99	-2.9	12	0	-14
62	CCOC(=O)C1CCN(CC(C)(C)NS(=O)(=O)c2ccccc2)CC1	18	-0.5	0	24	105	-0.9	2	2	-10
63	COc1cc(OC)cc(C(=O)NC(=S)Nc2ccc3oc(=O)ccc3c2)c1	6	-1.7	-7	28	104	-4.8	-2	3	2
64	O=C(NCCCCCNC(=O)c1ccccn1)c1ccccn1	0	-2.1	-6	43	97	0.4	-4	-2	-3
65	COC(=O)CSc1ccc2nnc(-c3ccc(OC)c(OC)c3)n2n1	9	-3.5	-15	-12	110	5.2	5	-3	-10
66	Cc1cccc(N2CCN(C(=O)C3CCCCC3)CC2)c1C	2	-3.0	-25	-6	95	-2.6	-3	-2	-5
67	CN(CC(=O)Nc1ccc(Cl)cc1)CC(=O)Nc1ccc(F)c(F)c1F	-15	-4.1	-7	-4	131*	-3.1	-1	-29	-4

Some of the compounds tested (hit frequency here may not be typical).
